# WRN inhibitor: qHTS for Inhibitors of WRN Helicase; Bifunctional 3'-5' exonuclease/ATP-dependent helicase WRN (Homo sapiens), Q14191; WRN helicase unwinding, fluorescent forked duplex, kinetic; Potency, µM (top dose mostly 114 µM), for the others: top-dose activity change, negative = inhibition, actives largely listed as inhibitors; 360,000 compounds, 0.46% hits; AID 651768, 2012; note: potency is the fitted concentration of half-maximal effect; % is set by controls: 0 for no effect and ±100 for the full control effect; nearly all actives have a fitted effect of over 55% in size
#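 Screening of the MLSMR collection measured strand separation of a quenched forked DNA duplex (100 nM) by 20 nM WRN with 2 mM ATP, all final. Compounds were preincubated with enzyme 15 min at room temperature.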
# EPAC1 antagonist: qHTS for Antagonist of cAMP-regulated guanine nucleotide exchange factor 3 (EPAC1): primary screen; Rap guanine nucleotide exchange factor 3 (Homo sapiens), O95398; EPAC1 GEF assay, Rap1b-BODIPY-GDP exchange fluorescence; Potency, µM (top dose mostly 115 µM), for the others: top-dose activity change, negative = inhibition, usual class: inhibitors; 360,000 compounds, 0.14% hits;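 note: potency is the fitted concentration of half-maximal effect; plate controls were vehicle for no effect and positive control for full effect; nearly all actives have a fitted effect of over 50% in size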
# FUS suppressor: qHTS for Suppressors of FUS Proteinopathy: Primary screen using FUS-linked yeast assay | Potency, µM (series often up to 76.6 µM), for the others: at the highest dose growth rescue (activation), hits mostly activators | S. cerevisiae FUS-expressing, growth rescue, OD600, 24 h | 390,000 compounds, 0.24% hits | AID 1347120, 2019;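 note: potency is the fitted concentration of half-maximal effect; plate controls were DMSO vehicle for no effect and reference control for full effect; nearly all actives have a fitted effect of over 55% in size; some results filed as inactive show a strong effect at the top dose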
#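 Toxicity suppression screen in FUS-yeast. Cells induced with 2% galactose, starting OD 0.005, treated 24hr at 30C with compounds at multiple final concentrations; growth by OD600.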
# EPAC1 agonist: qHTS for Agonist of cAMP-regulated guanine nucleotide exchange factor 3 (EPAC1): primary screen. 360,000 compounds, 0.073% hits. Rap guanine nucleotide exchange factor 3 (Homo sapiens), O95398. EPAC1 agonist qHTS, biochemical assay; response scale: 100% = response to 6.5 mM cAMP. Potency, µM (doses to about 154 µM), inactives show at the top dose activation, usual class: activators; note: potency is the fitted concentration of half-maximal effect; nearly all actives have a fitted effect of over 60% in size
#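 Nucleotide exchange by EPAC1 (100 nM) on Rap1B–BODIPY-GDP (250 nM) in the presence of 50 uM GDP is tracked fluorescently at 480/540 nm over 30 min. Signals are normalized to a 6.5 mM cAMP control.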
# Abeta yeast res: qHTS for compounds that reverse cellular toxicity of Amyloid beta (A-beta) peptide in yeast: Primary Screen; 410,000 compounds, 0.063% hits; Potency, µM (titrated, usually from 46.1 µM), inactives show at the highest dose growth rescue, usual class: activators; yeast expressing A-beta42, growth rescue, OD600, 48 h; response scale: 0% DMSO, 100% iron-clioquinol control; AID 1347071, 2019; note: potency is the fitted concentration of half-maximal effect; nearly all actives have a fitted effect of over 55% in size
#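 Yeast growth medium received pinned compounds, then yeast cells expressing toxic A-beta were added; plates incubated at 30 C for 48 hr. Growth read as absorbance at 600 nm, normalized to DMSO and equimolar FeCl3 plus clioquinol controls.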
# PI5P4Ka inh: qHTS for Inhibitors of phosphatidylinositol 5-phosphate 4-kinase (PI5P4K). Phosphatidylinositol 5-phosphate 4-kinase type-2 alpha (Homo sapiens), P48426. PI5P4Kalpha enzyme, ADP-Glo luminescence, 60 min; active compounds read low. max response, %. 330,000 compounds, 1.2% hits. AID 652105, 2013; active = max response of -50% or lower; inconclusive = between -30% and -50%; inactive = -30% or higher; note: value at the top dose of about 77 µM; % is set by controls: 0 for no effect and ±100 for the full control effect
# Target sequence (P48426 whole entry, looked up): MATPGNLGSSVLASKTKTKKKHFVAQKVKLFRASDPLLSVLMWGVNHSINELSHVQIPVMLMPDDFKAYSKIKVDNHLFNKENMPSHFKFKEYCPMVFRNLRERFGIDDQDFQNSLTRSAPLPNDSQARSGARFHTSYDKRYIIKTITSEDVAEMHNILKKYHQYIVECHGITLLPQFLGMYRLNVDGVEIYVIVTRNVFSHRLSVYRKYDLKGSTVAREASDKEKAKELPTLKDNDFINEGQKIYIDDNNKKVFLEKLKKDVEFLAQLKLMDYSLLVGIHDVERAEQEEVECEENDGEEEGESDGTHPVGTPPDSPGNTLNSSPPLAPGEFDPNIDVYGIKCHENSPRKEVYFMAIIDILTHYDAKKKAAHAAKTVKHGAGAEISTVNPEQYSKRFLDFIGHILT
#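 Controls without substrate or without enzyme flank wells where PI5P4Kalpha converts substrate using 5 microM ATP (final). Incubation lasts 60 minutes at room temperature; ADP formed is read by ADP-Glo luminescence.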
# PLK1 PBD inh: qHTS for Inhibitors of PLK1-PDB (polo-like kinase 1 - polo-box domain): Primary Screen | Serine/threonine-protein kinase PLK1 (Homo sapiens), P53350 | Plk1 PBD binding of FITC phosphopeptide, fluorescence polarization | Potency, µM, for inactives: max response, negative = inhibition, hits mostly inhibitors | 360,000 compounds, 2.8% hits; note: potency is the fitted concentration of half-maximal effect; series mostly up to about 57 µM; % is set by controls: 0 for no effect and ±100 for the full control effect; nearly all actives have a fitted effect of over 65% in size
# Target sequence (P53350 whole entry, looked up, the tested form may be a part): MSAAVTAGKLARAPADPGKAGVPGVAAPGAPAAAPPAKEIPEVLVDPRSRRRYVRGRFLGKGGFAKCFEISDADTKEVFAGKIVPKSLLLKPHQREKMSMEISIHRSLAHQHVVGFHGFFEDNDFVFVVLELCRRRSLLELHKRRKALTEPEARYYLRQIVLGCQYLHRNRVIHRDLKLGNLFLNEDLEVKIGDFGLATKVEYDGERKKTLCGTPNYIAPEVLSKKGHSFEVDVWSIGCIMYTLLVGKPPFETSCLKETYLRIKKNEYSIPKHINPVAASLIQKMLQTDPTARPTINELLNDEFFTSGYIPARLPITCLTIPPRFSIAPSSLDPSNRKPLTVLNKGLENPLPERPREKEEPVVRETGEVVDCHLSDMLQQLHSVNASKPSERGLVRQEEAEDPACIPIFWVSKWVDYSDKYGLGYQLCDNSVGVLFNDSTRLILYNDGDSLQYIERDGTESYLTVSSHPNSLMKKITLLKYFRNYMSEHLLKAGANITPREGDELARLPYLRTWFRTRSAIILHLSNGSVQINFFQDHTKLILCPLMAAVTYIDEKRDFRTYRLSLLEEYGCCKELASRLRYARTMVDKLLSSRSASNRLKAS
# IL2 activator: qHTS of IL-2 Activators; 360,000 compounds, 0.065% hits; activation, % (series mostly up to about 46 µM); IL-2 activation reporter assay, cell-based qHTS; stimulated with anti-CD3/CD4/CD28 beads; in transgenic mouse T cells; in the data active = activation above about 50%; inconclusive = mostly about 30% to 49%; note: 0% is about no effect
#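 Unstimulated transgenic mouse T cells; 60-min compound exposure; bead-based TCR/CD4/CD28 stimulation; 18 h culture, 37 degrees C; dual fluorescence (EGFP, DsRed) plate cytometry.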
# Numbers without * were called inactive; ? = inconclusive; nt = not tested or not shown; & = joins results of further samples; [ ] = another dose, or the depositor's remark. Unless noted, calls come from the whole dose curve; as a rule, active = well fitted curve in the direction sought with a large enough effect; inconclusive = small, poorly fitted or top-dose-only effect, or another doubt; inactive = no such curve, though single readings can be large; an effect the other way counts as inactive or inconclusive. Rows were taken by chance. About 4.1% of those tested had a hit in this group.
SMILES,WRN inhibitor,EPAC1 antagonist,FUS suppressor,EPAC1 agonist,Abeta yeast res,PI5P4Ka inh,PLK1 PBD inh,IL2 activator
CC1CCCCN1C(=O)CCNC(=O)Cn1cnc2ccccc2c1=O (centres undefined),-1.3%,20.4%,8.9%,4.8%,-12.8%,5.6,-20.7%,-2.2
COc1ccc(CNC(=O)C(C)NC(=O)c2cc3ccccc3o2)cc1 (centres undefined),3.6%[57.1 µM],13.8%,-10.7%,6.3%,13.2%,-14.0,0.3%,0.9
CC(=O)c1ccc(N2CCN(Cc3nc(Cc4ccccc4)no3)CC2)cc1,-4.9%,-11.1%,1.2%,-0.3%,-8.7%,-5.2,-8.9%,-3.7
COc1ccc(-n2c(Cc3cccn3C)nnc2SCC(=O)N2CCCC2)cc1,12.0%,5.9%,37.0%,-2.8%,0.0%,1.3,0.5%,-3.5
O=C1NC(c2ccccc2)C(C(=O)c2cccs2)=C1O (centres undefined),-9.5%,1.9%,16.5%,2.0%,0.4%,1.2,-11.2%,-1.9
Cn1nccc1C(=O)N1CCN(c2ccccc2Cl)CC1,2.7%,9.0%,7.7%,2.7%,12.3%,2.2,-2.1%,-1.5
O=c1cc(-c2ccccc2)oc2cc(OCc3ccccc3)cc(O)c12,7.6%[57.1 µM],-18.7%,-4.6%,-4.4%,-0.1%,-0.2,-4.5%,2.5
COc1ccc(-c2cc(C(=O)N(C)CCc3ccc(OC)c(OC)c3)c3ccccc3n2)cc1,-0.6%,?,21.8%,-5.5%,5.2%,7.2,-4.6%,-4.2
CCOC(=O)c1c(NC(=O)CN2C(=O)NC3(CCC(C)CC3)C2=O)sc(C(=O)N(C)C)c1C (centres undefined),-7.7%,11.7%,17.4%,5.2%,12.1%,4.9,-1.8%,-4.6
O=C(Oc1ccc(N(C(=O)c2ccncc2)S(=O)(=O)c2ccc(Cl)cc2)cc1)c1ccncc1,-12.4%,-8.9%,7.9%,6.0%,-51.9%[inhibitor],-4.7,-26.5%,0.7
Cc1c(C(=O)NC2CCCC2)oc2ccccc12,-10.6%,-5.1%,-6.7%,-1.3%,3.5%,-7.1,-4.8%,0.1
O=C(Nc1ccc2c(c1)OCO2)C1CC(=O)N(c2ccc(F)cc2)C1 (centres undefined),-4.6%[57.1 µM],-9.6%,-23.6%,4.7%,-8.9%,-24.1,-7.1%,-0.7
CS(=O)(=O)N(CC(=O)Nc1c(F)cccc1F)Cc1ccccc1,-3.7%,14.8%,-17.8%,6.3%,-4.0%,-2.0,2.4%,0.7
Cc1[nH]nc(-c2ccc(OCc3cnn(-c4ccccc4)c3)cc2O)c1Oc1ccccc1F,-11.8%,-17.2%,-14.5%,18.9%,21.7%,19.0,-4.7%,-0.7
CCCCN(CC)S(=O)(=O)N1CCC(C(=O)NCCCN2CCOCC2)CC1,5.9%,10.1%,5.0%,-6.6%,-9.0%,0.4,1.2%,1.8
COc1ccc(CCNS(=O)(=O)c2ccc3c(c2)NC(=O)CS3)cc1OC,0.6%,1.7%,3.3%,-0.1%,9.9%,6.5,-14.9%,-1.2
CC(CC(=O)NC1CCCCC1)S(=O)(=O)c1ccc2c(c1)CCN2C(=O)C1CC1 (centres undefined),-0.6%,-14.9%,28.1%,5.3%,0.2%,1.8,-14.8%,0.8
CCOC(=O)Cn1c(=NC(=O)C2COc3ccccc3O2)sc2cc(S(N)(=O)=O)ccc21 (centres undefined),-3.8%,-8.7%,nt,1.8%,8.2%,-2.7,7.2%,4.8
N#C/C(=C/c1ccc(Sc2nc3ccccc3[nH]2)o1)c1cccc(F)c1,-7.8%,0.0%,24.8%,0.0%,15.5%,nt,-5.5%,-0.7
CC(=O)NC(CCS(C)(=O)=O)C(=O)Nc1ccccc1C (centres undefined),-0.2%,1.9%,4.8%,-11.2%,-5.6%,nt,-5.1%,0.6
CCN(CC)c1cc(C)c2cc(NC(=O)c3ccccc3OC)ccc2n1,4.8%[57.1 µM],-25.0%,7.8%&10.3%,9.8%,8.9%&-1.6%,3.7,-0.8%,-2.3
O=C(O)c1ccc(S(=O)(=O)NC2CCCCC2)cc1,1.1%,8.6%,24.4%,12.3%,-12.0%,nt,-7.6%,-1.2
CCC1CCCCN1C(=O)CSc1nnc(-c2cccc(Cl)c2)o1 (centres undefined),-4.1%,-20.4%,34.8%,3.4%,-17.0%,0.5,-23.6%,-3.2
C=CCC1(CC=C)CCCN1C(=O)c1cc(COc2ccccc2SC)on1,-34.1%,-19.0%,nt,10.9%,-9.6%,-13.9,-4.0%,-4.2
O=C(COC(=O)c1ncc(Cl)c(Cl)c1Cl)NCc1ccccc1,2.4%,-8.1%,-18.3%,15.0%,-0.9%,-1.0,-7.8%,0.6
CCC1CCC/C1=N\NC(=O)c1ccc(Cl)cc1 (centres undefined),0.2%,-3.8%,3.6%,1.1%,4.7%,-19.4,1.6%,0.6
CCOC(=O)C1CCCN(c2cc(=O)n(Cc3ccc(F)cc3)c(=O)[nH]2)C1 (centres undefined),-1.5%,4.7%,-8.6%,0.4%,-2.8%,nt,?,-0.2
CC1CC(=O)c2cnc(N3CCOCC3)nc2C1 (centres undefined),-6.6%,-0.4%,10.4%,8.1%,-1.5%,nt,-0.9%,-0.9
CC(C)NC(=O)c1onc(CSc2ccccc2F)c1C(=O)O,2.7%,4.4%,-27.3%,-5.6%,-3.5%,-65.5*,-20.6%,1.7
COc1ccc(OC)c(NC(=O)CN(c2ccc(OC)c(Cl)c2)S(C)(=O)=O)c1,-10.6%,9.3%,28.4%,9.1%,1.4%,nt,-3.7%,-1.5

# Sorted by value in WRN inhibitor (largest number first): three of the compounds above.
Compound,WRN inhibitor,EPAC1 antagonist,PI5P4Ka inh,PLK1 PBD inh,IL2 activator
O=C(COC(=O)c1ncc(Cl)c(Cl)c1Cl)NCc1ccccc1,2.4%,-8.1%,-1.0,-7.8%,0.6
O=C(O)c1ccc(S(=O)(=O)NC2CCCCC2)cc1,1.1%,8.6%,nt,-7.6%,-1.2
COc1ccc(CCNS(=O)(=O)c2ccc3c(c2)NC(=O)CS3)cc1OC,0.6%,1.7%,6.5,-14.9%,-1.2

# (more compounds)
SMILES,WRN inhibitor,EPAC1 antagonist,FUS suppressor,EPAC1 agonist,Abeta yeast res,PI5P4Ka inh,PLK1 PBD inh,IL2 activator
O=C1NC(=Nc2ccccc2)c2ccc([N+](=O)[O-])cc21,6.3%,5.3%,5.1%,6.2%,-5.5%,-8.2,-6.1%,-0.6
Cc1ccc(NC(=O)CCNC(=O)c2ccco2)cc1F,1.3%,-10.8%,8.3%,4.6%,0.6%,-5.6,-12.1%,0.5
COC(=O)CSc1nc2[nH]ncc2c(=O)[nH]1,-0.3%,9.4%,-15.5%,-0.6%,0.8%,3.3,-15.1%,-0.2
COc1ccc(C2=Nn3c(nnc3-c3ccccc3OC)SC2)cc1OCC1CC1,nt,-10.6%,?,-22.1%,1.8%,nt,nt,-1.9
Cc1cc(C)n(CC(C)C(=O)O)n1 (centres undefined),-25.6%,-16.8%,16.8%,9.0%,-8.2%,-2.3,-13.0%,-5.3
COc1ccc([N+](=O)[O-])cc1NC(=O)CS(=O)(=O)c1ccc(C)cc1,4.6%,-9.3%,3.4%,-0.9%,-2.2%,0.4,-17.6%,-0.3
O=C(COc1ccc2ccc(=O)oc2c1)N1CCN(c2ccc(F)cc2)CC1,-7.0%,0.7%,12.3%,4.1%,0.4%,1.9,0.5%,-1.0
Cc1ccc(NS(=O)(=O)c2cccc(C(=O)NCc3ccccn3)c2)cc1,-1.4%,-13.5%,-4.4%,0.3%,14.6%,-3.2,0.4%,0.9
Cc1ccc(-n2nc(C)c(C(C)(O)C(F)(F)F)c2N)cc1 (centres undefined),2.6%,3.6%,nt,-9.3%,-13.4%,6.9,-4.3%,-0.6
Cc1ccc(N(CC(=O)N/N=C/c2ccc(OC3CSC3)cc2)S(=O)(=O)c2ccccc2)cc1,-13.6%,-4.7%,-5.4%,18.3%,9.4%,nt,4.1%,0.1
Cc1cc(C(F)(F)F)nc(SCC(=O)Nc2nccs2)n1,0.1%,-14.7%,18.7%,-6.6%,-0.5%,-0.8,-4.2%,0.0
CCCCC(=O)NC(c1ccc([N+](=O)[O-])cc1)c1c(O)ccc2ccccc12 (centres undefined),?,9.8%,24.0%,18.7%,?,-9.8,-10.0%,-0.8
COc1ccc(-c2csc(Cc3nnc(N4CCOCC4)n3-c3ccccc3)n2)cc1OC,-11.0%,7.2%,34.5%,4.4%,6.9%,nt,-3.6%,-1.9
CC(C)Oc1ccc(C(=O)NCCNC(=O)c2ccco2)cc1,13.2%,8.4%,10.2%,1.3%,8.9%,2.7,-9.2%,0.3
CCN(CC)S(=O)(=O)c1ccc(/C=C/C(=O)OCC(=O)Nc2ccc(S(N)(=O)=O)cc2)cc1,-17.4%,-20.1%,30.4%,-13.2%,-0.1%,1.8,-5.6%,-1.1
Cc1cc(C)c(O)c(NC(=S)NC(=O)Cc2ccccc2)c1,-4.1%,-22.3%,-6.3%,-7.4%,?,2.7,-2.3%,0.0
CCCNC(=S)N1CC2(C)CN(C(=O)C(=O)OC)CC(C)(C1)C2=O,7.8%,11.4%,7.7%,0.7%,0.5%,-8.7,-9.5%,-1.9
CCOc1nc(NCCN2CCOCC2)nc(NC(C)C)n1,15.9%[57.1 µM],4.1%,19.0%,-2.8%,-4.5%,-5.1,-8.8%,-2.7
O=C(COc1cccc2cccnc12)Nc1nccs1,-2.8%,-28.4%,13.2%,0.0%,0.9%,-1.9,-3.3%,5.3
O=C(COC(=O)CNC(=O)c1ccccc1)Nc1nc(-c2ccccc2)cs1,-7.8%,-29.4%,0.5%,-12.6%,-6.2%,14.6,3.5%,-2.7
COc1ccc(S(=O)(=O)N2CCN(c3ccccc3OC)CC2)cc1C(=O)N1CCCCC1,19.9%,-26.6%,21.6%,-5.6%,-9.1%,1.8,-12.3%,-2.1
COCCn1c(SCC(=O)Nc2cc(C)cc(C)c2)nnc1C(C)C,-5.0%,-10.3%,21.3%,-3.8%,8.9%,-1.8,-6.2%,-1.5
